# Vif-A3G inh: blocks the Vif interaction with human APOBEC3G; 410,000 compounds, 0.076% hits; Q9HC16; HeLa A3G-eYFP + Vif (tagged APOBEC3G with the HIV-1 protein that degrades it), YFP fluorescence, overnight; Potency, µM (series often up to 46.1 µM), for the others: at the highest dose activity, negative = active, most hits filed as inhibitors;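 note: potency is the fitted concentration of half-maximal effect; % is set by controls: 0 for no effect and ±100 for the full control effect; nearly all actives have a fitted effect of over 60% in size; hits raise eYFP signal because A3G escapes Vif-driven loss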
#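 HeLa cells stably expressing Vif and C-terminally eYFP-tagged A3G, seeded overnight at 37 deg C, then exposed to compound by pintool overnight at 37 deg C. Rise in yellow fluorescence (Ex 488/Em 500-530, Acumen) marks blocked Vif-driven A3G degradation.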
# USP1 inh: inhibitors of human USP1/UAF1 deubiquitinase | 390,000 compounds, 0.23% hits | O94782 | Potency, µM (doses to about 57.1 µM), without a hit: top-dose activity change, negative = inhibition, hits mostly inhibitors | AID 743255 | recombinant USP1/UAF1, Ub-Rhodamine cleavage fluorescence; note: potency is the fitted concentration of half-maximal effect; % is set by controls: 0 for no effect and ±100 for the full control effect; nearly all actives have a fitted effect of over 60% in size; inactives centre near -12
# Target sequence (O94782 whole entry, looked up): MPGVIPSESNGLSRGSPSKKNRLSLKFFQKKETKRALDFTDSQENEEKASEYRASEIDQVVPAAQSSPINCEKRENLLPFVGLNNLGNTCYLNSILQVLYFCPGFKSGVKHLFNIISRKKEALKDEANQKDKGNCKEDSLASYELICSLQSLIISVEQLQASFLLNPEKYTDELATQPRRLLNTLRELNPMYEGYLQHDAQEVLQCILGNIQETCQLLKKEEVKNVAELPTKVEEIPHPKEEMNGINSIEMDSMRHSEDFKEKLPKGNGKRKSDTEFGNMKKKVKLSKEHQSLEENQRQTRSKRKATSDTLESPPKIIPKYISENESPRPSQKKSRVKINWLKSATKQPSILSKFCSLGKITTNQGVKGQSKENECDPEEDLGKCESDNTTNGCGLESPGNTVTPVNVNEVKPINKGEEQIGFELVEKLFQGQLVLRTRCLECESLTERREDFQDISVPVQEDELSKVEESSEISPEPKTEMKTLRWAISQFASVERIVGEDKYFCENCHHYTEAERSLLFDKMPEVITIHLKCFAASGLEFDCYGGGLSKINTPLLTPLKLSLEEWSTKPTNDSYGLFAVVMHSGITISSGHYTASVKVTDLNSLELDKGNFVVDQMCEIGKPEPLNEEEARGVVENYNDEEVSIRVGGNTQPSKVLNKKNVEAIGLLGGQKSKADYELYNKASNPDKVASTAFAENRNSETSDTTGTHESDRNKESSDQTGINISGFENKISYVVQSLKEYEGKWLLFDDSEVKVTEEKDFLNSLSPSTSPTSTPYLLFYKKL
#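 In this screen, compounds sit with the deubiquitinase complex (1nM) for 15 min at room temperature before Ub-Rho is added at 150nM final. Fluorescence rise is then followed for 6 reads every 60 seconds.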
# TrxR1 substrate: substrates of rat thioredoxin reductase 1; O89049; purified TrxR1 substrate turnover, NADPH consumption readout; Potency, µM (series often up to 114 µM), for inactives: top-dose activity change, negative = substrate turnover; 390,000 compounds, 0.01% hits; AID 588456; note: potency is the fitted concentration of half-maximal effect; % is set by controls: 0 for no effect and ±100 for the full control effect; nearly all actives have a fitted effect of over 50% in size
#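 Rat TrxR1, dispensed at 90 nM, was prereduced with 400 uM NADPH (final) for 5 min at ~22 deg C, then incubated with compound 15 min before 400 uM selenite. A first-read NADPH fluorescence drop versus no-compound background flagged substrates.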
# GRP78 ERSR act: ER stress response induction in glioma; AID 602332; 420,000 compounds, 0.02% hits; U87-MG GRP78 promoter luciferase reporter, 16 h; Potency, µM, without a hit: at the highest dose activation, usual class: activators; note: potency is the fitted concentration of half-maximal effect; series mostly up to about 76 µM; % of control where 0% means no effect; nearly all actives have a fitted effect of over 35% in size
#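 ERSR induction read as luciferase luminescence (Bright-Glo, 10 min at room temperature) in stably transfected human U87-MG glioma cells exposed to compounds for 16 h, using GRP78 as sensor.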
# Vif-A3F inh: blocks the Vif interaction with APOBEC3F. HeLa A3F-eYFP + Vif (tagged APOBEC3F with the HIV-1 protein that degrades it), YFP fluorescence increase. Potency, µM (titrated, usually from 46.1 µM), inactives show at the highest dose activity, negative = active. 390,000 compounds, 0.2% hits; note: potency is the fitted concentration of half-maximal effect; % of control where 0% means no effect; nearly all actives have a fitted effect of over 65% in size
#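 HeLa cells stably expressing Vif plus C-terminally eYFP-tagged A3F were seeded, incubated overnight at 37 deg C, dosed with compound, incubated overnight again at 37 deg C. Yellow fluorescence (Ex 488/Em 500-530) reported blocked Vif-mediated A3F-eYFP degradation.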
# LDHA block: LDHA (human) enzyme inhibition; purified LDHA, NADH/diaphorase-resazurin fluorescence; active compounds read low; activity change, % (values are at about 110 or 230 µM); 480,000 compounds, 0.15% hits; in the data active = activity change below about -30%; inconclusive = mostly about -25% to -30%;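 note: plate controls were DMSO wells for no effect and wells without enzyme for full effect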
#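 Enzyme activity of human lactate dehydrogenase 5 (2 nM; 0.06 mM NADH, 0.2 mM pyruvate, 5 min, RT) is measured via a resazurin/diaphorase fluorescence readout of residual NADH.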
# IDH1 R132H inh: inhibitors of human mutant IDH1 R132H. O75874. IDH1-R132H enzyme, NADPH consumption, diaphorase/resazurin fluorescence. Potency, µM (highest dose often 76.6 µM), inactives show top-dose activity change, negative = inhibition, actives largely listed as inhibitors. 390,000 compounds, 0.093% hits. AID 602179; note: potency is the fitted concentration of half-maximal effect; % is set by controls: 0 for no effect and ±100 for the full control effect; nearly all actives have a fitted effect of over 65% in size
#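 IDH1-R132H (0.5 ug/mL) preincubated 30 min with compound, then NADPH (0.016 mM) and alpha-KG (2 mM) added; 80 min at RT, pH 7.5. Remaining NADPH coupled via diaphorase/resazurin to fluorescence (540/590 nm); concentration-response curves normalized to no-enzyme control.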
# rTrxR1 inhibitor: rat TrxR1 inhibition. recombinant rTrxR1, NADPH fluorescence consumption, selenite substrate. Potency, µM (titrated, usually from 114 µM), inactives show top-dose activity change, negative = inhibition, usual class: inhibitors. 390,000 compounds, 1% hits. AID 588453; note: potency is the fitted concentration of half-maximal effect; % is set by controls: 0 for no effect and ±100 for the full control effect; nearly all actives have a fitted effect of over 65% in size
#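 Rat TrxR1 (90 nM in the dispensed reagent) was pre-reduced with 400 uM NADPH for 5 min at room temperature, then incubated with compound for 15 min. After 400 uM selenite was added, NADPH fluorescence (Ex 340/Em 450 nm) was followed for 8 min.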
# RGS4 inh: blocks human RGS4-accelerated GTP hydrolysis; P49798; Potency, µM (titrated, usually from 114 µM), for inactives: top-dose activity change, negative = inhibition, usual class: inhibitors; 390,000 compounds, 0.039% hits; AID 504845; Transcreener GDP fluorescence polarization, RGS4-accelerated GTP hydrolysis; note: potency is the fitted concentration of half-maximal effect; % is set by controls: 0 for no effect and ±100 for the full control effect; nearly all actives have a fitted effect of over 75% in size; some results filed as inactive show a strong effect at the top dose
# Target sequence (P49798 whole entry, looked up): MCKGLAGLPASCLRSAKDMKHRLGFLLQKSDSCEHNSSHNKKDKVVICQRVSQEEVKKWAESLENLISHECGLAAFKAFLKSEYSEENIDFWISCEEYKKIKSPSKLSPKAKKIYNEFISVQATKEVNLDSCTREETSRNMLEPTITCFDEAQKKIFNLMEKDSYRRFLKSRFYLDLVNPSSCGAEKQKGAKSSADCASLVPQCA
#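 MLSMR compounds (23 nl, pin-transferred) preincubated 10 min at room temperature with a 500nM (2x) first reagent, then RGS4 at 900nM (2x) plus Transcreener GDP mix added; fluorescence polarization (620/688 nm) read before and after 90 min at 30 °C.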
# * hit, by the source's call; ? = inconclusive; / = not tested or not shown; & = joins results of further samples; [ ] = another dose, or the depositor's remark. Unless noted, calls come from the whole dose curve; as a rule, active = well fitted curve in the direction sought with a large enough effect; inconclusive = small, poorly fitted or top-dose-only effect, or another doubt; inactive = no such curve, though single readings can be large; an effect the other way counts as inactive or inconclusive.
compound,Vif-A3G inh,USP1 inh,TrxR1 substrate,GRP78 ERSR act,Vif-A3F inh,LDHA block,IDH1 R132H inh,rTrxR1 inhibitor,RGS4 inh
COc1cc(-c2nc3cnccn3c2Nc2ccccc2)ccc1O,-21%,-5%,4%,-2%,4%,5,-17%,-17%,-10%
Cc1nc(-c2ccc(S(=O)(=O)NCC3CCN(C(=O)OC(C)(C)C)CC3)s2)cs1,-2%,-1%,-5%,-2%,2%,0,-1%,0%,5%
Cc1ccc(C2(C)NC(=O)N(CC(=O)Nc3cc(S(=O)(=O)N4CCOCC4)ccc3OC(C)C)C2=O)cc1 (stereo unspecified),-4%,-15%,0%,-3%,7%,-7,8%,17%,-4%
N#Cc1ccc(NC(=O)C2CC(c3ccc(F)cc3)=NO2)cc1 (stereo unspecified),0%,-8%,-1%,-3%,-11%,-2&9,5%,13%,-24%
COc1cc(C(=O)n2cnc3ccccc32)c([N+](=O)[O-])cc1OC,1%,-21%,-2%,-4%,-14%,4,4%,16%,-5%
C=CC[C@H]1Cc2c(cccc2[N+](=O)[O-])[C@H](CC=C)N1,-9%,-19%,2%[57.1 µM],5%,-3%,-1,1%,-14%[57.1 µM],-14%
O=C(C[C@@H]1C/C=C\CCCC(=O)OC[C@@H](c2ccccc2)NC1=O)NCCO,-2%,-9%,5%,-2%,-2%,-3,12%,10%,9%
CC(=O)Nc1ccc(/C=N/Nc2ccc(C(=O)c3c(C)cc4ccccn34)cc2[N+](=O)[O-])cc1,1%,-22%,-2%,-1%,13%,-5,5%,12%,-7%
Cc1ccc2c(c1)c1c(c(=O)n(Cc3ccccc3)c(=O)n1Cc1cccc(F)c1)n2C,-4%,-18%,26%,-3%,-6%,-7,-11%,47%[activator],11%
Cc1noc(C)c1CSCC(=O)Nc1cc(S(=O)(=O)N2CCOCC2)ccc1OCC(F)(F)F,1%,-5%,-3%,-2%,11%,0,3%,-9%,-19%
CCN(CC)CCC(c1ccc2c(c1)OCO2)c1c(O)cc(OC)cc1OC (stereo unspecified),3%&0%,-25%,-2%&8%,-3%&-5%,-3%,1,2%,7%&34%,30%&0%
CC(C)C(=O)N(Cc1cc2ccccc2[nH]c1=O)C(C)C,5%,-1%,3%,-2%,-1%,2,13%,-3%,-20%
Cc1nccn1CCOc1ccccc1Cl,9%,-17%,-9%,-2%,0%,-2,7%,3%,-27%
COc1ccccc1-c1ccc(SCC(=O)NCCc2ccccc2)nn1,-2%,-18%,-17%[57.1 µM],-1%,4%,-3,8%,19%[57.1 µM],-9%
CCOc1ccc(CC(=O)Nc2ccc3nc(N4CCCCC4)cc(C)c3c2)cc1OCC,0%,-10%,34%[57.1 µM],-3%,-7%,5,2%,-4%[57.1 µM],-1%
CCCn1nnc(NC(=O)c2ccc(Cl)cc2Cl)n1,-2%,-15%,1%,-8%,2%,-3,8%,9%,-6%
COc1ccc(CCNS(=O)(=O)c2cc3c4c(c2)CCN4C(=O)CC3)cc1,-2%,-17%,-1%,-2%,6%,-6,0%,0%,11%
FC(F)(F)c1cc(CCN2CCNC[C@@H]2c2ccccc2)cc(C(F)(F)F)c1,-5%,-6%,0%,-2%,4%,3,6%,2%,7%
COc1cccc(C(=O)N[C@@H](C)C(=O)N2CCC3(CC2)NCCc2[nH]cnc23)c1,3%,0%,-2%,-1%,-4%,-8,0%,9%,18%[11.4 µM]
COc1ccc(C2(c3ccc(OC)cc3)NC(=O)N(CC(=O)Nc3cc(C)on3)C2=O)cc1,-2%,-2%,-12%,-3%,11%,-3,-14%,12%,-8%

# As entered above.
# LDHA block with CC(C)C(=O)N(Cc1cc2ccccc2[nH]c1=O)C(C)C reads 2
# LDHA block with Cc1noc(C)c1CSCC(=O)Nc1cc(S(=O)(=O)N2CCOCC2)ccc1OCC(F)(F)F reads 0
# Vif-A3F inh with FC(F)(F)c1cc(CCN2CCNC[C@@H]2c2ccccc2)cc(C(F)(F)F)c1 reads 4%
# LDHA block with Cc1nc(-c2ccc(S(=O)(=O)NCC3CCN(C(=O)OC(C)(C)C)CC3)s2)cs1 reads 0

# Next section.
compound,Vif-A3G inh,USP1 inh,TrxR1 substrate,GRP78 ERSR act,Vif-A3F inh,LDHA block,IDH1 R132H inh,rTrxR1 inhibitor,RGS4 inh
CCC(C(=O)NCc1ccco1)N(C(=O)CNS(=O)(=O)c1ccc(C)cc1)c1ccccc1OC (stereo unspecified),1%,-13%,-5%,-2%,-2%,-1,0%,-12%,-29%
O=C(NNC(=O)c1cccnc1)c1ccncc1,-1%,-11%,-5%[57.1 µM],-4%,?,1,-1%,-1%[57.1 µM],15%
C/C(N)=C(/C#N)C(=O)COC(=O)[C@@H](NC(=O)c1ccccc1Cl)C(C)C,1%,-17%,8%,-6%,0%,0,1%,21%,-13%
Cc1cc2c(cc1S(=O)(=O)CCC(=O)N1CCN(c3ccccc3)CC1)OCC(=O)N2,3%,-18%,-4%,8%,0%,-3,1%,9%,8%
Cc1ccc(Cl)cc1NC(=O)CN(C)S(=O)(=O)c1ccc2c(c1)n(C)c(=O)c(=O)n2C,-2%,-13%,5%,-3%,4%,4,18%,?,3%
O=C(CSc1ncccn1)Nc1ccccc1,0%,1%,9%,1%,-8%,-2,13%,19%,-3%
CC(=O)c1cccc(NC(=O)Nc2ccc3c(c2)OCO3)c1,2%,-21%,1%,-2%,0%,1,1%,15%,4%
O=C(NCCN1CCOCC1)c1ccc(Cl)c(S(=O)(=O)N2CCOCC2)c1,0%,1%,1%,-1%,2%,0,3%,-3%,-20%
CC(=O)c1ccc(NC(=O)C2CCCN(c3ncnc4c3nc3n4CCCCC3)C2)cc1 (stereo unspecified),7%,-20%,1%,-5%,-5%,-2,0%,12%,-20%
Cc1cccc(NC(=O)CSc2nc(C)nc3c2c(=O)n(C)c(=O)n3C)c1,3%,-9%,2%[57.1 µM],-4%,-9%,-4,7%,20%[57.1 µM],18%
CC1=C(C(=O)OC2CCCCC2)C(c2ccccc2Br)NC(=O)N1 (stereo unspecified),-1%,-26%,2%,-3%,-14%,4,-10%,29%,-24%
Cc1cc(C)nc(/N=C2\NC(=O)CC(C(=O)O)N2c2ccc(Oc3ccccc3)cc2)n1 (stereo unspecified),0%,-8%,-2%,-6%,2%,-12&7,3%,0%,15%
Cc1cc(C)cc(NC(=O)c2ccc(CSc3nnc(C)s3)cc2)c1,2%,-18%,-10%,4%,3%,-5,9%,-6%,-13%
COc1ccc(CCN2CC(C(=O)NCCCc3ccncc3)CCC2=O)cc1 (stereo unspecified),-1%,11%,/,2%,-2%,-3,6%,/,/
COCCNC(=O)C(=O)NCC(c1cccnc1)N1CCN(c2ccccc2OC)CC1 (stereo unspecified),2%,-1%,1%,-1%,3%,6,6%,17%,-3%
CCOc1cc(C(=O)N2CCCN(C)CC2)cc(OCC)c1OCC,1%,-2%,5%[57.1 µM],-8%,-6%,-1,9%,2%[57.1 µM],18%
COC(=O)C1Cc2ccccc2CN1C(=O)CCl (stereo unspecified),-17%,?,7%[57.1 µM],-14%,4%,0,21%,14µM*,16%
CC(C)NS(=O)(=O)c1cccc2nsnc12,4%,4%,-9%,-2%,1%,1,-4%,-6%[57.1 µM],-12%
COCc1cc(C)n(CC(=O)N/N=C/c2ccc(-c3ccc(Cl)c(C(=O)O)c3)o2)c(=O)c1C#N,-1%,-20%,-14%,0%,6%,2,15%,?,-29%
Cn1cnnc1SCC(=O)N(Cc1ccc2c(c1)OCO2)C1(C(=O)NC2CCCCC2)CCCC1,-1%,-5%,-5%,-4%,-9%,6,-1%,19%,6%
N#CC(C#N)=Cc1cc2ccccc2nc1N1CCCCC1,-1%,-23%,1%,?,-8%,5,-6%,18µM*,-13%

# Random excerpt: 2 records from the list
compound,Vif-A3G inh,USP1 inh,TrxR1 substrate,GRP78 ERSR act,Vif-A3F inh,LDHA block,IDH1 R132H inh,rTrxR1 inhibitor,RGS4 inh
C/C(N)=C(/C#N)C(=O)COC(=O)[C@@H](NC(=O)c1ccccc1Cl)C(C)C,1%,-17%,8%,-6%,0%,0,1%,21%,-13%
Cc1cc2c(cc1S(=O)(=O)CCC(=O)N1CCN(c3ccccc3)CC1)OCC(=O)N2,3%,-18%,-4%,8%,0%,-3,1%,9%,8%

# 3 compounds already listed, sorted by the value under rTrxR1 inhibitor, high to low:
structure	USP1 inh	TrxR1 substrate	GRP78 ERSR act	LDHA block	rTrxR1 inhibitor	RGS4 inh
COCCNC(=O)C(=O)NCC(c1cccnc1)N1CCN(c2ccccc2OC)CC1 (stereo unspecified)	-1%	1%	-1%	6	17%	-3%
CC(C)C(=O)N(Cc1cc2ccccc2[nH]c1=O)C(C)C	-1%	3%	-2%	2	-3%	-20%
COc1cc(-c2nc3cnccn3c2Nc2ccccc2)ccc1O	-5%	4%	-2%	5	-17%	-10%

# Some of the compounds tested (hit frequency here may not be typical).
